# Compound activity deposited in PubChem by several laboratories.
# Anthrax LF prot: anthrax lethal factor protease inhibition; P15917; multiplex microsphere protease cleavage assay, LF; 0.12% of 360,000 active; inhibition, % at 10 µM; further: plate controls were buffer without enzyme for full effect and enzyme alone for no effect
# SSB-PriA inh: inhibitors of Klebsiella pneumoniae PriA binding to SSB C-terminal tail; inhibition, % at 33 µM; 0.6% of 430,000 active; AID 1272365; AlphaScreen SSBct-PriA binding, biotinylated peptide; in the data active means inhibition mostly above about 37%, no sharp cut-off; inactive means mostly below about 20%;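 further: plate controls were negative control peptide for no effect and reference peptide for full effect; strong numbers were not always called active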
# VHR inh abs: inhibitors of human VHR1 phosphatase (DUSP3) | recombinant VHR phosphatase, pNPP absorbance | P51452 | inhibition, % at 13.3 µM | 0.52% of 290,000 active; in the data active means inhibition above about 50%; further: some compounds called inactive have numbers as strong as hits
# Target sequence (P51452 whole entry, looked up): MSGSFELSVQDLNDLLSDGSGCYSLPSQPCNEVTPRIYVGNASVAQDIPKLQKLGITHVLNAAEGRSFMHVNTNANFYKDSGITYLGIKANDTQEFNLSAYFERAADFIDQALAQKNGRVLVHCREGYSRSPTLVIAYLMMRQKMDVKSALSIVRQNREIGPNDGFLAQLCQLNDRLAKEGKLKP
# BoNT A protease: inhibitors of Botulinum neurotoxin A light chain protease; AID 588499; inhibition, % at 10 µM; multiplex microsphere protease substrate cleavage, flow cytometry; 0.17% of 360,000 active; further: plate controls were buffer without enzyme for full effect and enzyme alone for no effect
# PrPC TRFRET: inhibitors of human cell surface prion protein PrPC. inhibition, % at 13.8 µM. TR-FRET read-out. 0.43% of 370,000 active; in the data active means inhibition above about 24%; further: 0% = median of the test wells and 100% = reference compound wells
# BoNT-F LC inh: inhibitors of Botulinum neurotoxin F light chain protease; Multiplex microsphere protease cleavage assay, flow cytometry; inhibition, % at 10 µM; 0.22% of 360,000 active; AID 588497; in the data active means inhibition above about 35%, passing the limit was not always enough; inconclusive means no clear call, values can overlap the other calls; further: plate controls were buffer without enzyme for full effect and enzyme alone for no effect
# CCHF vOTU inh: blocks the CCHF virus ovarian tumor domain protease | CCHFV vOTU protease, Pep-AMC fluorescence | inhibition, % at 11.5 µM | 0.55% of 370,000 active; in the data active means inhibition above about 30%; further: 0% = vehicle wells with enzyme and 100% = no enzyme wells
# Rv3671c protease: inhibitors of M. tuberculosis serine protease Rv3671c | P9WHR9 | inhibition, % at 5.96 µM | 0.048% of 320,000 active | AID 2606; in the data active means inhibition above about 38%;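 further: extracellular domain of Rv3671c used as enzyme; 0% = enzyme with DMSO and 100% = no enzyme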
# Target sequence (P9WHR9 whole entry, looked up, the tested form may be a part): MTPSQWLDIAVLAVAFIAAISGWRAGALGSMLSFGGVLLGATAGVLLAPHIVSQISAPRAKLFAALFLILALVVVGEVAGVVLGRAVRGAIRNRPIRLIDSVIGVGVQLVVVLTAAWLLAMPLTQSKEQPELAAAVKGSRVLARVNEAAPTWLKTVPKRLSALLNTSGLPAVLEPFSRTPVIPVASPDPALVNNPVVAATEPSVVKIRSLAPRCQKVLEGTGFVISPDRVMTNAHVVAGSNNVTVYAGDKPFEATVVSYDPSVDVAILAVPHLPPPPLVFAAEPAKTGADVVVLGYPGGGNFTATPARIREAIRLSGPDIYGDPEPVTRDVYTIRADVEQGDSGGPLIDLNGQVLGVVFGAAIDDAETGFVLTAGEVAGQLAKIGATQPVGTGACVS
# MazEF act: activators of E. coli MazEF toxin-antitoxin RNase. P0AE70. FAM/BHQ RNA-DNA oligo cleavage fluorescence, 5 h. activation, % at 20 µM. 0.32% of 350,000 active; in the data active means activation above about 50%
# Target sequence (P0AE70 whole entry, looked up): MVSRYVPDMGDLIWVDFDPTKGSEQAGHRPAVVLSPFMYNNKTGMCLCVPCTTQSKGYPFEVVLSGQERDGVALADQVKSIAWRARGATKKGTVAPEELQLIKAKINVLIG
# 3CLpro inhibitor: SARS-CoV 3CLpro protease inhibition; 0.14% of 290,000 active; inhibition, % at 6 µM; recombinant SARS-CoV 3CLpro, quenched FRET peptide cleavage; AID 1706; P0C6X7; in the data active means inhibition above about 12%
# Numbers without * were called inactive; u = inconclusive; x = not tested or not shown; & = joins results of further samples. Unless noted, no stated cut-off is given here; in the data, active means inhibition above about 30%; inconclusive means no clear call, values can overlap the other calls; inactive means below that. An excerpt; rates above refer to the full screens.
SMILES,Anthrax LF prot,SSB-PriA inh,VHR inh abs,BoNT A protease,PrPC TRFRET,BoNT-F LC inh,CCHF vOTU inh,Rv3671c protease,MazEF act,3CLpro inhibitor
CC[C@H]1c2[nH]c3ccccc3c2C[C@@H]2C(=O)N(c3ccc(F)cc3)C(=O)N21,0,-6,x,0.1,2,-5,-4,-4,1,x
CCCn1c(SCC(=O)NCCc2ccc(Cl)cc2Cl)n[nH]c1=O,7,-6,5,1.7,-3,12,-7,-3,-8,0
COc1cccc(-c2cc(C(F)(F)F)n3nc(C(=O)N4CCC5(CC4)OCCO5)cc3n2)c1,1,-2,13,1.0,1,-1,3,0,0,-8
Cc1ccc(O)c(C(=O)/C=C/c2ccc3c(c2)OCCCO3)c1,0,4,2,0.5,-5,-7,12,-3,-16,0
CCCCCc1c(O)c2ccccc2[nH]c1=O,0,-6,-13,0.3,-1,3,-4,-10,6,-5
CCOc1ccc(N(CC(=O)Nc2ccc(OC)cc2)S(=O)(=O)c2c(C)noc2C)cc1,-16,-11,29,0.2,2,-3,11,-2,7,-6
COC(=O)c1sccc1NC(=S)N1C(C)CCCC1C (centres undefined),-11,-5,51*,-0.8,12,-8,7,-1,3,1
Cc1ccccc1NC(=S)NCCc1ccc(S(N)(=O)=O)cc1,-1,-12,8,-1.3,-1,-6,-8,-4,5,0
O=C(CSc1nnc(CNC(=O)c2cccs2)o1)NCCc1ccccc1,-4,-16,-5,-1.8,8,-11,9,-8,-2,-1
CC(C)NC(=O)CN1CCN(C(c2ccnc3ccccc23)c2nnnn2-c2ccc3c(c2)OCCO3)CC1 (centres undefined),6,x,x,-0.1,-6,4,-2,x,x,x
CC(=O)c1ccc2noc(-c3ccc(F)cc3)c2c1,-2,-7,2,0.2,-13,6,-15,-14,-42,4
COCc1cc(C)nc2sc(C(=O)Nc3ccc(C(=O)OC)cc3)c(N)c12,-2,-48,19,-1.2,5,u,-13,3,11,-3
Cc1cccc(NC(=O)c2cc3n(n2)C(C(F)(F)F)CC(C2CC2)N3)c1C (centres undefined),-3,2,3,0.2,2,-10,13,4,8,-3
Cc1cc(C(=O)COC(=O)c2nc3nccc(C)n3n2)c(C)n1CC1CCCO1 (centres undefined),3,-3,0,-5.6,-10,-19,-2,-3,9,2
COC(=O)Cn1c(=NC(=O)c2cc(OC)cc(OC)c2)sc2cc(OC)ccc21,0,0,-1,0.3,6,4,-32,-27,-4,4
O=C(CSc1nncn1-c1ccccc1F)NC1CCCCC1,2,-12,x,1.2,-4,-7,-6,-14,-7,x
Cc1ccc(C(=O)Nc2ccccc2N2CCCC2)s1,-6,-5,x,3.1,0,-18,-3,-1,-4,x
O=C(CSc1nc2ccccc2[nH]1)N1CCN(S(=O)(=O)c2ccc(Cl)cc2)CC1,-8,-5,6,0.3,-1,4,1,-2,0,-3
CC(C)C[C@H]1CN(CCCC[C@H]2CNC(=O)C(=O)N2CC2CCCCC2)C(=O)C(=O)N1CCC1CCCCC1,-7,x,x,0.3,1,1,5,x,x,x
Cc1cc(C)nc(SCC(=O)NC2CCCC2)n1,-4,3,20,-1.1,-7,-2,-2,8,0,0
CCOc1cc(Br)c(C(=O)O)cc1OC,-1,-3,24,0.0,-4,13,9,-3,-5,5
CCCN1CCC(NC(=O)C2CC=CCC2C(=O)O)CC1 (centres undefined),-1,-8,6,-0.1,-2,-1,-8,-9,8,-4
Cc1csc(=O)n1CC(=O)OCC(=O)c1c(N)n(CC(C)C)c(=O)n(C)c1=O,3,-18,x,2.2,11,2,18,0,5,x
CCCCN(c1ccccc1)S(=O)(=O)c1cccc(C(=O)Nc2c(C)n(C)n(-c3ccccc3)c2=O)c1,-2,-1,x,-3.4,-1,-1,4,x,-17,x
COCc1cccc(-c2csc(C(NC(C)=O)c3ccc(F)c(F)c3)n2)c1 (centres undefined),3,x,x,-0.6,-7,-5,18,x,x,x
CCOc1ccc2[nH]c(C(=O)N/N=C/c3cc(OC)c(OC)c(OC)c3)cc2c1,2,x,38,1.7,3,15,-1,-37,4,-6
O=C1NC2(c3ccccc3)NC(=O)NC2(c2ccccc2)N1 (centres undefined),-1,3,x,0.1,0,1,-9,x,0,x
Cc1ccc(NCc2nnc(SCC(=O)NCc3ccco3)n2CC2CCCO2)cc1Cl (centres undefined),-10,-2,17,-1.0,-3,1,2,0,-9,12
CCOC(=O)Cn1c(=O)n(Cc2ccc(C)cc2)c(=O)c2cccnc21,9,-12,21,-0.7,-8,-1,24,-4,-2,0
Cc1onc(-c2ccccc2)c1C(=O)N/N=C/c1cn(C)c2ccccc12,-2,x,22,2.2,7,-6,3,7,3,0

# Nothing new here: 2 of the compounds above.
SMILES,Anthrax LF prot,SSB-PriA inh,VHR inh abs,BoNT A protease,PrPC TRFRET,BoNT-F LC inh,CCHF vOTU inh,Rv3671c protease,MazEF act,3CLpro inhibitor
CCOc1ccc2[nH]c(C(=O)N/N=C/c3cc(OC)c(OC)c(OC)c3)cc2c1,2,x,38,1.7,3,15,-1,-37,4,-6
O=C1NC2(c3ccccc3)NC(=O)NC2(c2ccccc2)N1 (centres undefined),-1,3,x,0.1,0,1,-9,x,0,x

# (further entries)
SMILES,Anthrax LF prot,SSB-PriA inh,VHR inh abs,BoNT A protease,PrPC TRFRET,BoNT-F LC inh,CCHF vOTU inh,Rv3671c protease,MazEF act,3CLpro inhibitor
CC(C)CNC(=O)CSc1ccc(Cl)cc1,-3,-20,12,0.0,-1,4,5,4,2,4
Cc1ccc2nc(-c3ccc(NC(=O)COC(=O)c4ccco4)cc3)sc2c1,-1,-17,17,-1.1,10,-9,-18,-15,0,1
COCCNC(=O)Cn1cc(C(=S)N2CCOCC2)c2ccccc21,0,5,7,0.2,-6,2,17,-2,-3,-1
CCCCn1nnnc1C1(C)CCC(=O)N1CCc1ccccc1F (centres undefined),7,x,x,-0.7,-8,2,-132,x,x,x
COc1ccc(OCc2nn3c(-c4ccco4)nnc3s2)cc1,0,-9,-39,-0.4,1,-7,9,0,5,-3
CSc1ccc(/C=N/NC(=O)c2cccc(O)c2)cc1,3,x,5,1.1,0,-4,16,-9,1,5
CSCCC1NC(=O)N(CC(=O)Nc2ccc(-c3ccccc3)cc2)C1=O (centres undefined),-2,8,10,-1.0,5,3,13,-31,-1,0
Cc1ccc2c(c1)nnn2C1CCN(CC(=O)Nc2ccccc2N2CCOCC2)CC1,-3,-8,32,-0.6,x,-8,x,-1,-8,3
CCn1c(=S)[nH]c2cc(C(=O)OC)ccc2c1=O,3,-15,23,0.0,7,-2,-7,2,1,-3
COc1ccc(CCNC(=O)c2ccnc(C(C)(C)C)c2)cc1OC,-10,-5,x,0.0,4,5,7,-8,-2,x
Cc1ccc2cc(CN(Cc3ccccc3)Cc3nnnn3C3CCCC3)c(=O)[nH]c2c1,-2,13,10,1.3,5,-5,1,-6,-7,-1
CN(C(=O)CCc1ccccc1)c1nnc(-c2ccncc2)s1,4,-1,22,0.8,4,9,-9,-11,-22,-4
CNC(=S)N/N=C/c1cc(C)n(-c2ccc(Cl)c(Cl)c2)c1C,-2,x,-8,-1.7,0,-4,-8,6,0,-1
CNc1c(NS(=O)(=O)c2ccc(C3CCCCC3)cc2)c(=O)oc2ccccc12,10,-22,17,1.7,1,4,-4,-1,-3,6
COC(=O)COc1ccsc1C(=O)OC,-1,-9,4,-1.3,-3,-10,-3,-5,2,4
O=S(=O)(c1cccc(C(F)(F)F)c1)N1CCC(c2nc3ccccc3[nH]2)CC1,-3,-4,7,0.2,0,1,23,-2,-1,1
O=C(NCc1ccco1)c1ccc2ccccc2c1,3,-4,16,0.9,-6,-2,-9,-3,-8,-5
COc1ccc(NC(=O)C2c3ccccc3OCC(=O)N2Cc2ccc3c(c2)OCO3)cc1 (centres undefined),-1,x,x,0.3,3,1,-2,x,x,x
COc1ccc(NS(=O)(=O)c2ccc3c(c2)Cc2ccccc2-3)cn1,-2,5,-7,0.4,2,1,11,-18,6,1
Cc1cc(C)c(C#N)c(N2CCN(C(=O)C3COc4ccccc4O3)CC2)n1 (centres undefined),-4,11,x,-0.4,-8,-6,48*,-4,-4,x

# A different layout for some results above.
structure	Anthrax LF prot	SSB-PriA inh	VHR inh abs	BoNT A protease	PrPC TRFRET	BoNT-F LC inh	CCHF vOTU inh	Rv3671c protease	MazEF act	3CLpro inhibitor
Cc1ccc2cc(CN(Cc3ccccc3)Cc3nnnn3C3CCCC3)c(=O)[nH]c2c1	-2	13	10	1.3	5	-5	1	-6	-7	-1
CN(C(=O)CCc1ccccc1)c1nnc(-c2ccncc2)s1	4	-1	22	0.8	4	9	-9	-11	-22	-4
CNC(=S)N/N=C/c1cc(C)n(-c2ccc(Cl)c(Cl)c2)c1C	-2	x	-8	-1.7	0	-4	-8	6	0	-1
CNc1c(NS(=O)(=O)c2ccc(C3CCCCC3)cc2)c(=O)oc2ccccc12	10	-22	17	1.7	1	4	-4	-1	-3	6

# Going on with the list.
SMILES,Anthrax LF prot,SSB-PriA inh,VHR inh abs,BoNT A protease,PrPC TRFRET,BoNT-F LC inh,CCHF vOTU inh,Rv3671c protease,MazEF act,3CLpro inhibitor
O=C1NCN(c2ccccc2)C12CCN(C(c1ccnc3ccccc13)c1nnnn1-c1ccc3c(c1)OCCO3)CC2 (centres undefined),3,x,x,0.9,7,1,-2,x,x,x
CC(=O)c1ccccc1NC(=O)CCN1C(=O)C2CCCCC2C1=O (centres undefined),-4,3,x,0.0,-7,-1,5,0,-1,x
COc1cccc(CSc2nnc(CSc3nc4nc(C)cc(C)n4n3)s2)c1,1,4,-17,0.2,-3,6,-12,-4,-5,0
COC(=O)/C=C1\SC(=NC(=O)c2cccc(Cl)c2)NC1=O,0,10,3,0.5,-8,14,-8,-8,1,4
COc1cc2cc(C(=O)N(C)Cc3ccccc3)[nH]c2cc1OC,7,-4,44,-1.5,8,-8,-1,x,4,-2
Cc1ccc(C)c(N/C(N)=N/c2nc(C)cc(C)n2)c1,-3,x,1,-0.7,8,-8,7,8,10,3
COc1cc(C(C[N+](=O)[O-])c2c(C)[nH]c3ccccc23)ccc1O (centres undefined),0,31&-2,7,0.1,2,-12,-2,4,4,-9
c1ccc(CN2CCN(C(c3ccccc3)c3nnnn3Cc3ccccc3)CC2)cc1 (centres undefined),3,4,40,-0.3,0,-10,13,4,5,0
CN(c1ccc(C(=O)N2CCCCC2)cc1)S(=O)(=O)c1ccccc1,-1,-3,-4,-1.5,7,-24,8,-9,-8,5
N#CC[C@H](Cc1ccccc1)N1CCN(Cc2ccccc2)CCC1=O,-3,-9,33,0.1,-5,4,1,1,8,-7
O=C(CN1CCN(Cc2ccc3c(c2)OCO3)CC1)Nc1ccc(N2CCOCC2)cc1,-6,-2,20,-0.6,9,-2,0,-1,2,1
Nc1ccc(N2N=C(N3CCCC3)CC2=O)cc1,-4,x,x,-0.1,-1,-8,4,x,6,x
Cc1cc(O)c(C(=O)/C=C/c2ccccc2Br)c(=O)o1,4,2,10,0.3,-5,-8,-5,-3,-2,6
COC(=O)C1C2c3ccccc3C(c3ccccc32)C1(C)C(=O)OC (centres undefined),2,-16,x,-0.2,-7,3,16,x,11,x
CC(=O)Nc1cccc(Oc2ncnc3scc(-c4ccc(C)cc4)c23)c1,-2,2,19,-0.3,1,-2,5,-17,0,3
CN1c2ccccc2C(C)(C)C12CC(c1cccc(S(=O)(=O)N3CCCC3)c1)=NO2 (centres undefined),2,2,-4,1.6,-4,14,-9,6,-1,2
C=CCn1c2ccccc2c(=O)c2cc(C#Cc3ccccn3)ccc21,24,-12,x,9.3,-13,6,-96,-58,-6,x
Cc1nc2ccc(C(=O)N(C)Cc3ccco3)cn2c1N(C)C(=O)CCc1ccccc1,-8,x,x,-1.0,0,-2,11,x,x,x
CCC(=O)C1CCCN(C(=O)c2ccc(OC)c(OC3CCN(C(C)=O)CC3)c2)C1 (centres undefined),3,8,-2,-0.3,0,0,-11,-1,-4,6
O=C(N/N=C/c1ccc(C(F)(F)F)cc1)c1ccc(O)cc1,3,x,-3,-0.4,1,-7,14,-13,7,5
CCC1(CC)C(=O)N(C)C(=O)NC1=NCc1ccccc1,0,-13,13,0.0,5,5,-2,7,3,-3
CCN(CC)CCCN=C1N[C@@H](c2cccc(C(F)(F)F)c2)C(C(=O)OC)=C(C)N1CC,3,3,x,0.1,-4,0,-2,3,10,x
